Screening data (PubChem BioAssay)
BAP1 block: inhibitors of human BAP1 deubiquitinase. recombinant BAP1, Ub-AMC hydrolysis fluorescence kinetic; active compounds read low. activity remaining (% of control), % at 20 µM. hit rate 0.48% among 72,000. AID 436;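 active = activity remaining at or below 50% of control, provided the compound also passes the data quality filters; inactive = the rest, including low values that fail the filters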;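 note: 100% = DMSO wells rate and 0% = substrate alone blank rate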
Target sequence (Q92560 whole entry, looked up): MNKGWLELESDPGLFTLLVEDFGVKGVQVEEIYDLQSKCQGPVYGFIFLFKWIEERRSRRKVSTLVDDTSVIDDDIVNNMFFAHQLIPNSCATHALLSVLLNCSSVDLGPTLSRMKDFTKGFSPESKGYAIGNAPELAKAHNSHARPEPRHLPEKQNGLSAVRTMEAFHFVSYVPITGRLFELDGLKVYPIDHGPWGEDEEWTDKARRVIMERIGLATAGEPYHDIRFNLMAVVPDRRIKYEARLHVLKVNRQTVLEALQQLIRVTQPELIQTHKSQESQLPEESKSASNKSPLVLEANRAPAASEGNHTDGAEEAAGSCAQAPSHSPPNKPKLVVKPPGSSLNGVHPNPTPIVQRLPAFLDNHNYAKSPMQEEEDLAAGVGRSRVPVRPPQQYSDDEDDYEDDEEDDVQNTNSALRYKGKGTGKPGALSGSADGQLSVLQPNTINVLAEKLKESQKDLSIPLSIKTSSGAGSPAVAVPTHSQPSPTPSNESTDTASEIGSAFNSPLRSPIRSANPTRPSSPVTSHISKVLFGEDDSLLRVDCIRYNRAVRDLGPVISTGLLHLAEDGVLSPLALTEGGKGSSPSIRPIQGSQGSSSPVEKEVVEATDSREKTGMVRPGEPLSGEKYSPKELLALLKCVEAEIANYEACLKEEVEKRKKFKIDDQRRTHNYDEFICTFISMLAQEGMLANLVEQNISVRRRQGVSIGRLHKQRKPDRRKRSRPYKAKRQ
HePTP inhibitor: blocks human HePTP tyrosine phosphatase; hit rate 0.64% among 110,000; recombinant HePTP phosphatase activity, OD absorbance; inhibition, % at 20 µM; P35236; AID 521; in the data active = inhibition above about 50%;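 note: plate controls were vehicle for no effect and reference inhibitor for full effect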
Target sequence (P35236 whole entry, looked up): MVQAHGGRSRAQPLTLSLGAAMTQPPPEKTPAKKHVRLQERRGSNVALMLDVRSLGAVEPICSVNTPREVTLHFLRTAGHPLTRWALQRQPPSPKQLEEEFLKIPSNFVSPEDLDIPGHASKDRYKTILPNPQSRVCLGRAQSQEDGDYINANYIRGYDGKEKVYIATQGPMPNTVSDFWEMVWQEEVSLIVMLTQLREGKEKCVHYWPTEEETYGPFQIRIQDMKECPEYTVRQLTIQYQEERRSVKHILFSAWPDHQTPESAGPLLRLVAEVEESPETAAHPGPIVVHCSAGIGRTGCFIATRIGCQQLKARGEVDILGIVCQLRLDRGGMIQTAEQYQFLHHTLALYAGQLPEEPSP
Active calls of the source: *; · = not tested or not shown; & = joins results of further samples. Outcome played no part in choosing rows; 0.79% or so of the library scored in one or more.

SMILES	BAP1 block	HePTP inhibitor
CCOc1ccc(N(CC(=O)NC2CCCC2)S(=O)(=O)c2c(C)[nH]c(=O)[nH]c2=O)cc1	94	10
CC1(C)NC(=O)N(CCOc2ccc3c(c2)CCC3)C1=O	70	11
O=c1c2c3c(sc2nc2n1CCCC2)CCC3	·	2
COc1ccc(-c2cc(C(N)=O)nc(N3CCCCCC3)n2)cc1	222	3
CCN(CC)CCCNC(=O)Cc1c(C(=O)O)n(C)c2ccccc12	85	-3
CCSc1nnc(NC(=O)c2ccc(Cl)cc2Cl)s1	·	-13
O=[N+]([O-])c1ccc(S(=O)(=O)NC2c3ccccc3Oc3ccccc32)cc1	·	2
O=c1[nH]c(CN2CCc3ccccc32)nc2scc(-c3cccs3)c12	·	-7
COc1cc(NC(=O)c2cc(C)on2)cc(OC)c1OC	104	9
Cc1ccccc1CN1CCN(CC(=O)NCc2ccccn2)C1=O	96	3
COC(=O)c1c(C)oc2ccc(OCc3cccc(Br)c3)cc12	·	0
Cc1ccccc1NCC(=O)N/N=C\c1cccnc1	·	-6
CCN1C(=O)N(CN2CCOCC2)C2C1N(CN1CCOCC1)C(=O)N2CC (stereo unspecified)	·	8
O=C(NC(=S)Nc1ncn[nH]1)c1ccccc1	·	34
CCCC(C)NC(=O)c1ccc([N+](=O)[O-])cc1Cl (stereo unspecified)	·	7
COc1cc(Br)cc(CN2CCN(C/C=C/c3ccccc3)CC2)c1O	104	-5
COC(=O)c1cc(NC(=O)COc2ccc([N+](=O)[O-])cc2)cc(C(=O)OC)c1	·	-1
COC1(OC)C(=N/O)/C(=N\O)CCC1O (stereo unspecified)	92	-5
N#CCCN(Cc1cccnc1)C(=O)Nc1cccc(Cl)c1	97	5
COCCNC(=O)C(c1cccs1)N(C(=O)Cn1nnc2ccccc21)c1ccc2c(c1)OCO2 (stereo unspecified)	103	12
COc1ccc(N(CC(=O)Nc2cccc(C(F)(F)F)c2)S(C)(=O)=O)cc1	·	-7
CC(C)NC(=O)c1cc(=O)n(C)c(=O)n1C	56	-4
COc1cccc2c(=O)n(CC(=O)N3CCCCCC3)ccc12	95	3
O=C(COc1ccc(S(=O)(=O)N2CCCCC2)cc1)NC1CCCCC1	124	2
COc1ccccc1NC(=O)c1ccc(Br)o1	84	9&-3

Shown comma-delimited: entries from further up
smiles,BAP1 block,HePTP inhibitor
O=[N+]([O-])c1ccc(S(=O)(=O)NC2c3ccccc3Oc3ccccc32)cc1,·,2
O=c1[nH]c(CN2CCc3ccccc32)nc2scc(-c3cccs3)c12,·,-7
COc1cc(NC(=O)c2cc(C)on2)cc(OC)c1OC,104,9
Cc1ccccc1CN1CCN(CC(=O)NCc2ccccn2)C1=O,96,3
COC(=O)c1c(C)oc2ccc(OCc3cccc(Br)c3)cc12,·,0
Cc1ccccc1NCC(=O)N/N=C\c1cccnc1,·,-6
CCN1C(=O)N(CN2CCOCC2)C2C1N(CN1CCOCC1)C(=O)N2CC (stereo unspecified),·,8
O=C(NC(=S)Nc1ncn[nH]1)c1ccccc1,·,34
CCCC(C)NC(=O)c1ccc([N+](=O)[O-])cc1Cl (stereo unspecified),·,7
COc1cc(Br)cc(CN2CCN(C/C=C/c3ccccc3)CC2)c1O,104,-5
COC(=O)c1cc(NC(=O)COc2ccc([N+](=O)[O-])cc2)cc(C(=O)OC)c1,·,-1
COC1(OC)C(=N/O)/C(=N\O)CCC1O (stereo unspecified),92,-5
N#CCCN(Cc1cccnc1)C(=O)Nc1cccc(Cl)c1,97,5
COCCNC(=O)C(c1cccs1)N(C(=O)Cn1nnc2ccccc21)c1ccc2c(c1)OCO2 (stereo unspecified),103,12
COc1ccc(N(CC(=O)Nc2cccc(C(F)(F)F)c2)S(C)(=O)=O)cc1,·,-7
CC(C)NC(=O)c1cc(=O)n(C)c(=O)n1C,56,-4
COc1cccc2c(=O)n(CC(=O)N3CCCCCC3)ccc12,95,3
O=C(COc1ccc(S(=O)(=O)N2CCCCC2)cc1)NC1CCCCC1,124,2

(more compounds)
SMILES	BAP1 block	HePTP inhibitor
CCn1c(C)[n+](CC)c2ccc(S(=O)(=O)N3CCCCC3)cc21	·	7
COc1ccccc1NC(=O)c1cn(C)c(=O)c2cc(OC)c(OC)cc12	79	4
C/C=C/CC(C)C(O)C1C(=O)NC(CC)C(=O)N(C)CC(=O)N(C)C(CC(C)C)C(=O)NC(C(C)C)C(=O)N(C)C(CC(C)C)C(=O)NC(C)C(=O)NC(C)C(=O)N(C)C(CC(C)C)C(=O)N(C)C(CC(C)C)C(=O)N(C)C(C(C)C)C(=O)N1C (stereo unspecified)	90	·
Cc1ccc(C(=O)N/N=C/C=C/c2ccc([N+](=O)[O-])cc2)cn1	·	9
Cc1ccc(OCC(=O)NCc2ccccc2Cl)c(Br)c1	·	2
O=C(CNc1cccc(Cl)c1)c1ccc([N+](=O)[O-])cc1	·	-9
O=C(NCC1CCCO1)c1cc2n(n1)C(C(F)(F)F)CC(c1ccco1)N2 (stereo unspecified)	·	-2
O=[N+]([O-])c1ccc(N2CCN(S(=O)(=O)c3ccccc3)CC2)cc1NC1CC1	·	-15
CC(=O)c1c(C(C)=O)c(C)n(-c2nc(-c3cccs3)c(C)s2)c1C	111	11
CCc1nn(-c2ccccc2)c(N)c1-c1ccc(OC)c(OC)c1	·	4
CC(C)c1nc(NCC2CCCO2)c(C#N)c2c1COC(C)(C)C2 (stereo unspecified)	374	7
Cc1ccc(NC(=O)C2CC(c3ccc(F)cc3)=NO2)cc1 (stereo unspecified)	101	3
CCCN/N=C/c1c(C)[nH]n(-c2ccccc2)c1=O	·	1
CCOC(=O)CCCN1C(=O)/C(=C/c2ccccc2)SC1=S	·	7
Cc1nc(C)c(C(=O)C2=C(O)C(=O)N(CCN3CCOCC3)C2c2cccs2)s1 (stereo unspecified)	100	8
Nc1nnc(CC(=O)N/N=C/c2cccc(Cl)c2)s1	·	5
O=C(NCC1OCCc2ccccc21)c1ccccc1Cl (stereo unspecified)	·	6
Nc1nonc1-c1nc2ccccc2n1Cc1ccc(F)cc1	100	0&7
O=[N+]([O-])c1ccc(N2CCNCC2)cc1NCCOc1ccc(Cl)cc1	318	·
Cc1ccc(OCCNC(=O)c2ccc(Br)cc2)cc1	·	5
CCOC(=O)C(CC)Sc1ncnc2c1nnn2-c1ccc(F)cc1 (stereo unspecified)	100	0
COc1ccc(/C=C/C(=O)NC(=S)Nc2ccc(S(=O)(=O)N=C(N)N)cc2)cc1	·	-5
COc1cc(C(c2sc3nc(C)nn3c2O)N2CC(C)OC(C)C2)cc(OC)c1OC (stereo unspecified)	91	4
O=C(O)c1ccc(-n2nnnc2SCc2ccccc2F)cc1	101	4
Cc1ccc(-n2nnnc2C(=N)c2nnnn2-c2ccc(C)cc2)cc1	·	7

(next part)
SMILES	BAP1 block	HePTP inhibitor
CCOC(=O)C1=C(O)CSC1=Nc1ccc(OC)cc1	·	7
CCCCN1C(=O)CN(CCc2ccccc2)C(=O)C1c1ccc(OC)cc1 (stereo unspecified)	81	-2
CC(=O)NN1C(=O)/C(=C\c2ccc(F)cc2)SC1=S	·	8
CC(C)c1ccc(NC(=O)c2csnn2)cc1	94	1
Cc1ccc(C(=O)N/C(=C\c2ccccc2)C(=O)NCc2ccncc2)cc1	·	3
CC(=O)OCC(=O)[C@@]12OC(C)(C)O[C@@H]1C[C@H]1[C@@H]3C[C@H](F)C4=CC(=O)C=C[C@]4(C)[C@@]3(F)[C@@H](O)C[C@@]12C	156	1
O=C(COc1ccccc1)N(Cc1ccco1)C1CCS(=O)(=O)C1 (stereo unspecified)	97	4
COc1ccc(Br)cc1C(=O)Nc1cccc(-c2nc3ncccc3o2)c1C	·	-1
C/C(=N\NC(=O)COc1ccccc1[N+](=O)[O-])c1ccc(Cl)cc1	·	-3
Cc1cc(Cl)ccc1OC(C)C(=O)NCCCn1ccnc1 (stereo unspecified)	·	2
O=C(Nc1ccccc1)c1cc(N2CCOCC2)nc2ccccc12	69	4
COc1ccc(N2CCN(C(=O)c3ccc(NS(=O)(=O)c4ccc(F)cc4)cc3)CC2)cc1	101	-1
CCOC(=O)c1[nH]c2ccccc2c1NC(=O)CC(C)(C)C	78	-2
OCCCNC(c1ccccc1)c1ccc(O)cc1 (stereo unspecified)	100	-2
COc1ccc(C(=O)OCC(=O)NCc2ccco2)cc1OC	109	23
CN(C)S(=O)(=O)n1cnc(-c2ccccc2)c1-c1ccccc1	121	2
C(=NN1CCN(c2ccccn2)CC1)c1ccc(OCc2ccccc2)cc1	·	-3
N#CCSc1ncnc2sc3c(c12)CCC3	128	12
CC1(C)CC2CC(C)(CN2C(=O)COC(=O)c2n[nH]c(=O)c3ccccc23)C1 (stereo unspecified)	98	3
O=C(COC(=O)c1ccccc1C(=O)c1ccccc1)c1ccco1	111	-6
N/C(=N\OC(=O)c1ccccc1[N+](=O)[O-])c1ccncc1	·	-19
Cc1ccc(-c2cc(NC(=O)c3cccc(C)c3)n[nH]2)cc1	·	2
CCOC(=O)N1CCN(C(=O)Nc2ccc(Cl)cc2Cl)CC1	105	4
O=c1[nH]n(-c2ccc(Cl)cc2)c(O)c1/C=C1\C=Nc2ccccc21	·	-2
CCCCCCN(CCCCCC)C(=O)Cc1c(-c2ccc(F)cc2)[nH]c2ccccc12	73	·

Further compounds:
SMILES	BAP1 block	HePTP inhibitor
CCOC(=O)/C(C#N)=C\c1cccn1C	·	-6
O=C(c1ccc(F)cc1F)N1CCN(c2cc(N3CCOCC3)c(F)cc2[N+](=O)[O-])CC1	·	8
Cc1ccc(N2C(=O)NC(=O)/C(=C\c3ccc(O)c(I)c3)C2=O)cc1	·	-2
CCOC(=O)C1C(=O)C=C(c2ccc(OC)cc2)CC1c1ccccc1 (stereo unspecified)	·	-1
O=C(Cn1ncc2c1-c1ccccc1OC2)N1CCN(c2ccccn2)CC1	91	7
Cc1ccc(NC(=O)/C=C/c2ccc(C)o2)cc1	·	8
O=C(NCCN1CCN(c2ccccc2F)CC1)C1CCCN(S(=O)(=O)c2cnc[nH]2)C1 (stereo unspecified)	98	-2
CCN(CC)c1ccc(NC(=O)c2cccc(OCc3ccccc3)c2)cc1	·	10
O=C(NCCN1CCOCC1)c1cnn2c1NC(c1cccs1)CC2C(F)(F)F (stereo unspecified)	·	0
O=C(COc1ccc([N+](=O)[O-])cc1)Nc1ccc(NC(=O)c2cccc(Cl)c2)cc1	·	9
Cc1ccc(N2CCN(C(=S)c3ccc(N(C)C)cc3)CC2)cc1	82	2
COc1ccccc1Nc1nc2ccccc2n1C	93	3
O=C(NNC(=O)c1cccc(Cl)c1)C(=O)N1CCCCC1	·	10
CCOC(=O)Cc1[nH]nc2c1C(c1cc(OC)ccc1OC)C(C#N)=C(N)O2 (stereo unspecified)	125	4
CC1=C(C(=O)OC2CCCC2)C(c2ccc3c(c2)OCO3)NC(=O)N1 (stereo unspecified)	102	·
O=C(Nc1ccc(F)c(Cl)c1)c1ccncc1	·	-18
COc1ccc(N2C(=O)C(Cl)=C(Nc3ccc(C)c(Cl)c3)C2=O)cc1	·	5
O=C(Cn1c(CO)nc2ccccc21)Nc1cc(C(F)(F)F)ccc1N1CCOCC1	89	8
NC(=O)c1ccccc1NC(=O)Cc1ccc(Cl)cc1	·	3
c1cncc(C(c2nnnn2C2CCCC2)N2CCN(Cc3ccc4c(c3)OCO4)CC2)c1 (stereo unspecified)	116	10
N#CSCCCCOc1ccccc1F	·	-2
Cn1c(=O)c2c(nc(NCc3ccco3)n2Cc2ccccc2Cl)n(C)c1=O	181&102	-3
O=C1/C(=C\c2cccs2)SC(=S)N1c1cccc(Br)c1	·	-7
CC(C)C1=NN2C(=N)/C(=C/c3ccc(-c4ccc(F)c(Cl)c4)o3)C(=O)N=C2S1	·	4
Fc1ccc(-c2noc(-c3ccc(Cl)cc3)n2)cc1	·	-1

Three entries from above, arranged by the value under HePTP inhibitor, low to high:
SMILES	BAP1 block	HePTP inhibitor
O=C(Nc1ccc(F)c(Cl)c1)c1ccncc1	·	-18
CCOC(=O)/C(C#N)=C\c1cccn1C	·	-6
Cc1ccc(N2C(=O)NC(=O)/C(=C\c3ccc(O)c(I)c3)C2=O)cc1	·	-2

Other structures
SMILES	BAP1 block	HePTP inhibitor
CCN1CCN(c2oc(-c3ccc(OC)cc3)nc2C#N)CC1	73	10
CC(NS(=O)(=O)c1ccc(Br)cc1)C(c1cccs1)N1CCN(C)CC1 (stereo unspecified)	88	4
C=C(C)COc1ccc(-c2[nH]ncc2-c2ccccc2OC)c(O)c1	93	3
COc1ccc(NC(=O)c2ccccc2[N+](=O)[O-])cc1	·	2
O=C(c1coc2ccccc2c1=O)N1CCN(c2cccc(C(F)(F)F)c2)CC1	·	-1
COc1ccc(OC)c(/C(C)=N\NC(=O)c2cccnc2)c1	·	2
COC(=O)c1nnn(-c2nonc2N)c1CSc1ccccn1	122	3
CN(C)c1cc(N/N=C/c2ccc([N+](=O)[O-])cc2)nc(N(C)C)n1	·	9
O=C(CSc1nc(-c2ccccc2Cl)ns1)NCc1ccco1	84	10
COc1cc(C2CC(=O)NC(C)=C2C(=O)OC(C)C)c(Br)c(OC)c1OC (stereo unspecified)	·	0
O=C(Nc1ccc(NC(=O)C2CC2)nc1)c1cccs1	96	9
CN=C(Nc1cc(C)nn1-c1ccccc1)c1ccccc1	86	4
Cc1cc(C(F)F)n2nc(C(=O)O)nc2n1	100	-2
CC(C)OC(=O)c1ccc(NC(=O)COc2cc(Cl)ccc2Cl)cc1	·	4
Cc1ccc2cc(CN(Cc3ccco3)C(=O)NCc3ccccc3)c(=O)[nH]c2c1C	69	2
Cc1nnc(SCCN2C(=O)c3ccccc3C2=O)[nH]c1=O	98	·
C=CCN1C(=O)C(O)=C(C(C)=O)C1c1ccccc1F (stereo unspecified)	100	-1
O=C(Cn1ccc2ccccc2c1=O)Nc1ccc2c(c1)OCO2	104	4
CCCCN(CCCC)C(=O)CSc1nc2ccccc2[nH]1	·	32
